# aGlu spleen mod = lysosomal alpha-glucosidase (human) modulation; P10253; AID 2112; Potency, µM (titrated, usually from 79.9 µM), inactives show top-dose activity change, negative = inhibition, actives largely listed as inhibitors; 240,000 compounds, 0.006% hits; human spleen homogenate, 4-MU-alpha-glucoside fluorescence;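 also: 0% = enzyme with vehicle and -100% = no enzyme basal signal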
#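 Compounds were titrated against alpha-glucosidase in spleen homogenate at pH 5.0, with 1 mM 4-methylumbelliferyl substrate for 40 min at 37 C. Reactions were quenched with pH 10 NaOH/glycine and fluorescence measured.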
# L3MBTL1 block = L3MBTL1 (human) inhibition | 230,000 compounds, 0.66% hits | Q9Y468 | AID 485360 | Potency, µM (top dose mostly 57.1 µM), for the others: at the top dose activity, negative = inhibition, actives largely listed as inhibitors | AlphaScreen L3MBTL1–H3K9me1 peptide binding; also: nearly all actives have a fitted effect of over 60% in size
#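 Read-out is AlphaScreen signal from streptavidin donor and nickel chelate acceptor beads (10 ug/mL final each) bridging L3MBTL1 (50 nM) and biotinylated K9-monomethylated H3(1-15) peptide (75 nM), after 30 min compound exposure at room temperature.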
# GAA inh = alpha-glucosidase (human) inhibition. P10253. purified human GAA, 4-MU-alpha-glucoside fluorescence. Potency, µM (titrated, usually from 76.9 µM), inactives show top-dose activity change, negative = inhibition, usual class: inhibitors. 200,000 compounds, 0.005% hits;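 also: plate controls were uninhibited enzyme wells for no effect and no-enzyme background for full effect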
#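 Compounds are titrated up to 77 uM against 4 nM human enzyme. Substrate 4-methylumbelliferyl-alpha-D-pyranoside (400 uM) reacts 20 min at room temperature in pH 5.0 buffer; liberated 4-methylumbelliferone is read at 440 nm.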
# RECQ1 inh = inhibitors of human RECQ1 DNA helicase; P46063; RECQ1 DNA unwinding, red fluorescence kinetic read; Potency, µM (series often up to 57.3 µM), without a hit: at the highest dose activity, negative = inhibition, most hits filed as inhibitors; 240,000 compounds, 0.54% hits;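 also: plate controls were vehicle for no effect and no enzyme for full effect; nearly all actives have a fitted effect of over 30% in size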
# Target sequence (P46063 whole entry, looked up): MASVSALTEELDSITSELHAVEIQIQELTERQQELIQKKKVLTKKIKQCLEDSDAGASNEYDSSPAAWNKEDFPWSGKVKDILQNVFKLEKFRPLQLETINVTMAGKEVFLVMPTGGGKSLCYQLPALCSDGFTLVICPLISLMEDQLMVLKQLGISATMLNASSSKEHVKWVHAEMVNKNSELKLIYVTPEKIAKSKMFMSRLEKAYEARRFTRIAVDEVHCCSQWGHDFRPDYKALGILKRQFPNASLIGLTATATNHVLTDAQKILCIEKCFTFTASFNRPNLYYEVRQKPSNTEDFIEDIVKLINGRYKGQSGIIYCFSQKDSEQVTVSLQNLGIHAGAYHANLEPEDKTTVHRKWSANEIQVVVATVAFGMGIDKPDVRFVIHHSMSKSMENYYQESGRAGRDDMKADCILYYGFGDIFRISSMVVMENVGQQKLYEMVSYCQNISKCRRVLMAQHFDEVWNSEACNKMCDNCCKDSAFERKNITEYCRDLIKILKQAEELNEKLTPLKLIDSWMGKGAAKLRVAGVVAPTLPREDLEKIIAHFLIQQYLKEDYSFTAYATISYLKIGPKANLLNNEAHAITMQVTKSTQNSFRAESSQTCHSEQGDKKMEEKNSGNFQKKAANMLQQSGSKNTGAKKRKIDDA
#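 50 nM RECQ1T1 preincubated 15 min with compound in Tris pH 8.0 buffer with MgCl2, DTT, Tween-20 and 2.5 ug/ml poly(dI-dC); started with 200 nM TAMRA/BHQ-2 forked duplex and 2 mM ATP. Unwinding read as fluorescence (525/598 nm), two reads 2 h apart.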
# TRb-SRC2 inh = inhibitors of human thyroid hormone receptor beta-SRC2 interaction; TRbeta-SRC2 peptide binding, fluorescence polarization; receptor liganded with 1 µM T3; Potency, µM (titrated, usually from 106 µM), inactives show top-dose activity change, negative = inhibition, actives largely listed as inhibitors; 280,000 compounds, 0.065% hits; P10828;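 also: plate controls were bound peptide for no effect and peptide without receptor for full effect; nearly all actives have a fitted effect of over 50% in size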
# Target sequence (P10828 whole entry, looked up): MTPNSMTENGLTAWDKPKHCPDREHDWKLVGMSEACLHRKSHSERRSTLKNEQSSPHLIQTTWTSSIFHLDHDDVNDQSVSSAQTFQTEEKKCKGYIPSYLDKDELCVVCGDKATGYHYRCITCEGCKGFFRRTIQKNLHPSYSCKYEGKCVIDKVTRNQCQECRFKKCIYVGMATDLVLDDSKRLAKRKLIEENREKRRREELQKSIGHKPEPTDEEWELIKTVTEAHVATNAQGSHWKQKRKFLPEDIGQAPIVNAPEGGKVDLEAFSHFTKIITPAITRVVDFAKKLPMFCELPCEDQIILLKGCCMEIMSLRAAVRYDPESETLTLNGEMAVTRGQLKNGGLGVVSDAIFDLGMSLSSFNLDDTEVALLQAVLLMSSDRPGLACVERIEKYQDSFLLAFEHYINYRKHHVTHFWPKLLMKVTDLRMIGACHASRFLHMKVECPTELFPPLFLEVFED
#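 Fluorescence polarization of 20 nM Texas Red SRC2 peptide (20-aa NR interaction domain) bound to 0.6 uM human TRb ligand-binding domain, with 1 uM T3, after 5 hr at ambient temperature; inhibition seen as decreased polarization.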
# TR SRC2 fluor cs = counter-screen for TRb-SRC2 inhibitors: fluorescence interference; 280,000 compounds, 0.29% hits; TRb/SRC2 Texas Red total fluorescence interference; Potency, µM (top dose mostly 106 µM), for inactives: top-dose fluorescence change, negative = quenching; active = well fitted curve in either direction with a large enough effect; inconclusive = small, poorly fitted or top-dose-only effect
#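 Human TRβ ligand-binding domain (0.6 uM) and Texas Red SRC2 peptide (20 nM) in Tris buffer with 1 uM T3 and 5% DMSO were incubated with pinned compound for 5 hr at ambient temperature. Total fluorescence was computed as S + 2P (555/632 nm).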
# GoLoco inh red = inhibitors of human Gai1-RGS12 GoLoco interaction (red fluorophore); P63096; Gai1:RGS12 GoLoco peptide FP, rhodamine, 10 min; Potency, µM (series often up to 61.6 µM), without a hit: at the highest dose activity, negative = inhibition, usual class: inhibitors; 230,000 compounds, 0.44% hits; AID 880; active = well fitted inhibition curve with a large enough effect, not every such curve was filed as active; inactive = no such curve, though single readings can be large or run the other way; also: nearly all actives have a fitted effect of over 30% in size; many of its hits are not listed in these tables
# GAA glycogen mod = alters human alpha-glucosidase cleavage of glycogen; P10253; recombinant GAA, glycogen substrate, Amplex Red glucose oxidase fluorescence; Potency, µM (highest dose often 76.4 µM), without a hit: at the highest dose activity change, negative = inhibition, actives largely listed as inhibitors; 300,000 compounds, 0.38% hits; AID 2100;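 also: 0% = full enzyme reaction and -100% = no-enzyme basal signal; the screen sought inhibitors and activators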
#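 Recombinant human alpha-glucosidase (4 nM final) hydrolysed bovine liver glycogen (30 ug) for 40 min at 37 C in pH 5.0 citrate/phosphate with 0.01% Tween-20. Released glucose detected by glucose oxidase/Amplex Red, Ex 573/Em 610 nm. Compounds up to 77 uM; AC50 from Hill fits.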
# * = called active by the depositor; i = inactive; u = inconclusive; x = no result given; [ ] = remark or other dose. Unless noted, calls follow the shape of the dose curve; as a rule, active = well fitted curve in the direction sought with a large enough effect; inconclusive = small, poorly fitted or top-dose-only effect, or another doubt; inactive = no such curve, though single readings can be large; an effect the other way counts as inactive or inconclusive. Unless noted, % is scaled to controls: 0 for no effect and ±100 for the full control effect; potency is read from the fitted curve at half-maximal effect.
SMILES,aGlu spleen mod,L3MBTL1 block,GAA inh,RECQ1 inh,TRb-SRC2 inh,TR SRC2 fluor cs,GoLoco inh red,GAA glycogen mod
O=C(Nc1ccc2c(c1)OCO2)c1ccc(N2CCCC2)c([N+](=O)[O-])c1,3%,-14%,-1%,-15%,-6%,-4%,7%,-2%
N#C/C(=C\C1=C(N2CCOCC2)C(=C\c2ccccc2)/CC1)C(=O)Nc1ccccc1F,5%,-16%,-10%,-1%,8%,8%,-69%,-4%
Cc1c(CN2CCCCC2)c(O)n(CCO)c(=O)c1C#N,0%,-25%,u,i,8%,1%,40%[activator],-2%
CC(=O)NC(CCS(C)(=O)=O)C(=O)Nc1cccc(C)c1C (centres undefined),-7%,14%,5%,-3%,3%,-1%,0%,9%
CCC(=O)Nc1nc2cc(OC)ccc2s1,-5%,2%,2%,i,-4%,-1%,4%,3%
O=[N+]([O-])c1ccc(COc2ccc(Br)cc2CN2CCOCC2)cc1,6%,-9%,-4%,0%,-5%,-8%,2%,-4%
CN1C2=NCCN2C(=O)c2cc(Cl)ccc21,4%,1%,-9%,0%,-4%,-4%,4%,-1%
CC(C)C(c1nnnn1CCc1ccccc1)N1CCC(C(N)=O)CC1 (centres undefined),-3%,5%,-24%,-4%,0%,-2%,-12%,-1%
O=C(Nc1ccc(N2CCOCC2)nc1)c1ccc(F)cc1,-4%,5%,-1%,-20%,3%,-7%,-10%,8%
O=C(CO/N=C/c1ccc2c(c1)OCO2)Nc1cccc(Br)c1,-7%,19%,6%,3%,1%,0%,66%[activator],-3%
CC(C)(Oc1ccc(Cl)cc1)C(=O)Nc1ncccn1,5%,-6%,1%,2%,-24%,-3%,-4%,-1%
O=C(COc1ccc(Br)cc1)NCc1cn2ccccc2n1,-4%,x,x,-2%,4%,-2%,6%,-7%
CC1CC(NC(=O)c2cnc3n(c2=O)CCS3)CC(C)(C)C1 (centres undefined),3%,x,x,i,-5%,-1%,-9%,10%
CC(NC(=O)Cc1ccc(F)cc1)c1ccc(F)cc1 (centres undefined),0%,-2%,5%,4%,-8%,-1%,-28%,0%
CCCS(=O)(=O)N1CCCC(C(=O)NCCN2CCCCC2C)C1 (centres undefined),-3%,-3%,12%,-2%,-20%,-3%,-5%,10%
CCOC(=O)N1CCN(C(=O)c2nn(-c3ccc(C)cc3)c(=O)c3c2c2ccccc2n3C)CC1,-5%,x,3%,-1%,-5%,-2%,5%,1%
CCn1c(C)nc2cc(C(=O)N3N=C(CCOC)CC3(O)C(F)(F)F)ccc21 (centres undefined),-1%,x,x,-9%,4%,2%,36%[activator],0%
CCOC(=O)CC(=O)CSC1=C(C#N)C(c2ccccc2OC)CC(=O)N1 (centres undefined),-6%,x,u,-5%,-10%,-1%,7%,2%
COc1ccc(OCCSc2n[nH]c(N)n2)cc1,-3%,x,5%,-4%,1%,-1%,-23%,-6%
NS(=O)(=O)c1cccnc1Nc1cccc(C(F)(F)F)c1,-2%,x,-6%,-3%,-4%,0%,5%,-2%
NC(=O)[C@H]1CC2(CC(c3cccc(NC(=O)COc4ccc(Cl)cc4)c3)=NO2)CN1C(=O)c1ccc(Cl)cc1 (some centres undefined),10%,x,x,17%,-4%,-1%,8%,-17%
COC(=O)c1c(C)oc2ccc(N(C(=O)c3ccncc3)S(=O)(=O)c3ccc(C)cc3)cc12,2%,x,1%,-3%,-4%,1%,9%,-11%
COC(=O)C1=C(C)N(Cc2ccco2)C(=O)N[C@@H]1c1ccco1,0%[17.4 µM],x,x,i[11.5 µM],2%[11.2 µM],-11%[11.2 µM],13%[14.2 µM],x
CCOC(=O)c1sc(NC(=O)c2cc(-c3ccccc3)nc3ccccc23)c(C#N)c1C,-14%,-8%,-1%,i,4%,0%,5%,4%
COc1cc(C=O)c([N+](=O)[O-])cc1OC,-3%,x,x,i,-3%,2%,1%,x
SMILES,aGlu spleen mod,L3MBTL1 block,GAA inh,RECQ1 inh,TRb-SRC2 inh,TR SRC2 fluor cs,GoLoco inh red,GAA glycogen mod
CCOc1ncccc1C(=O)OCC(=O)Nc1ccc(C)c(S(=O)(=O)N(C)C)c1,-8%,-20%,4%,-4%,-10%,-1%,8%,0%
O=C(NC(=S)N1CCCCC1)C12CC3CC(CC(C3)C1)C2,2%,x,u,i,-2%,-2%,3%,10%
CCN(C(=O)COC(=O)c1cccnc1Nc1cccc(C(F)(F)F)c1)C1CCS(=O)(=O)C1 (centres undefined),2%,12%,u,3%,15%,-3%,-12%,4%
CC(C)Oc1ccc(C(=O)NCc2cccnc2)cc1,-1%,-3%,3%,-4%,-14%,1%,-1%,4%
O=C(CN1CCCC1)Nc1ccc([N+](=O)[O-])cc1,1%,12%,-1%,i,-1%,-1%,10%,-1%
CCC(=O)Nc1nc(C)cc(SCC(=O)OC)n1,4%,x,4%,i,9%,2%,-7%,4%
CCCCC(=O)Nc1ccc(C(=O)NCc2ccncc2)cc1,1%,-8%,1%,-1%,-10%,0%,2%,-3%
C=CCc1ccccc1OCC(O)CN1CCN(CCN2C(=O)c3cccc4cccc(c34)C2=O)CC1 (centres undefined),-5%,-10%,2%,i,-3%,-1%,6%,-13%
O=C(OCC(=O)C12CC3CC(CC(C3)C1)C2)c1cccnc1,-14%,-1%,-12%,-8%,4%,-2%,0%,-8%
Cc1ccc(Cn2ccc(NC(=O)c3noc4c3CCCCC4)n2)cc1,-6%,7%,-11%,-1%,-3%,4%,-5%,-4%
COc1ccc(C(=O)Nc2ccc(N3CCN(C(=O)C(C)C)CC3)cc2)cc1[N+](=O)[O-],-6%,-20%,-3%,-1%,16%,0%,-4%,8%
S=c1[nH]nc(-c2cc(-c3ccccc3)n[nH]2)n1/N=C/C(Br)=C/c1ccccc1,3%,u,-1%[15.4 µM],-4%,-9%,-2%,11%,3%
Cn1nnnc1SCC1=C(C(=O)O)N2C(=O)[C@@H](NC(=O)[C@@H](O)c3ccccc3)[C@@H]2SC1,-1%[29.1 µM],x,x,-2%[25.9 µM],-2%[53 µM],0%[53 µM],-4%[21.6 µM],x
Cc1ccc(OCC(=O)OC2CCS(=O)(=O)C2)cc1 (centres undefined),-8%,4%,2%,9%,0%,-1%,4%,7%
CCCCC(=O)NNC(=O)CC(=O)Nc1ccccc1C(=O)O,4%,-1%,x,i,3%,-1%,1%,7%
Cc1ccc(S(=O)(=O)N/N=C/c2cccs2)cc1,1%,x,10%,-3%,8%,-1%,-5%,3%
O=C(CCl)c1ccc2c(c1)CCN2C(=O)C1CCCCC1,-8%,x,7%,1%,-5%,-4%,5%,3%
CCN(CC)S(=O)(=O)c1ccc2c(c1)c(C(=O)O)cn2C,-6%,x,0%,11%,6%,0%,11%,-3%
Cc1c(-c2csc(N)n2)cnn1C,x,4%,-7%,-2%,-4%,0%,-2%,-24%
CC(=O)NCC1CCCN(Cc2cn(-c3ccccc3)nc2-c2ccc3c(c2)OCO3)C1 (centres undefined),-2%,-1%,6%,-2%,3%,-2%,7%,9%
O=C(NO)c1ccc(OC(F)F)cc1,-6%,0%,1%,i,4%,-2%,-5%,-25%
COc1cc(OC)c(C2N(c3cc(C)on3)C(=O)C3CCCN32)cc1OC (centres undefined),4%,1%,2%,-5%,-14%,-3%,11%,17%
O=[N+]([O-])c1c(Cl)cc(Cl)cc1Cl,5%,x,x,-6%,4%,0%,7%,x
Cc1ccc(CNC(=O)N2CCN(C)CC2)cc1,-4%,10%,2%,-4%,-2%,-7%,-3%,-2%
Cc1ccc(NC(=O)c2ccc(-n3cncn3)c([N+](=O)[O-])c2)cc1,-6%,3%,-6%,-9%,-15%,-1%,-6%,-1%
SMILES,aGlu spleen mod,L3MBTL1 block,GAA inh,RECQ1 inh,TRb-SRC2 inh,TR SRC2 fluor cs,GoLoco inh red,GAA glycogen mod
CCCCNC(=O)c1cc2c(-c3ccc(Cl)cc3)nn(C)c2s1,6%,x,-6%,-11%,0%,0%,2%,10%
CCOc1ccc(N2C(=O)CC(NCCc3c[nH]c4ccccc34)C2=O)cc1 (centres undefined),10%,6%[11.4 µM],1%,i,3%,-1%,16%,22%
Cc1c(C(=O)NCC2CCCO2)oc2ccc(S(=O)(=O)N3CC(C)CC(C)C3)cc12 (centres undefined),7%,4%,-6%[15.4 µM],-11%,5%,-3%,4%,-5%
CCSc1nnc(NC(=O)C2CCN(S(=O)(=O)c3c(C)c(C)cc(C)c3C)CC2)s1,3%,11%,-2%,-1%,-2%,0%,0%,2%
Cc1ccc(S(=O)(=O)N(C)C)cc1-n1c(SCC(=O)N(C)C)nc2ccccc2c1=O,-7%,6%,-6%,i,-4%,-2%,14%,5%
O=C(Nc1ccc2c(c1)OCO2)C1CCN(C(=O)c2ccc(Cl)cc2)CC1,-2%,1%,4%,i,-1%,-3%,17%,-1%
CCOC(=O)c1cc(CC)sc1NC(=O)COc1ccc2c(C)cc(=O)oc2c1,10%,-7%,u,2%,1%,-1%,-3%,-7%
O=C(Cn1ncc2c1-c1ccccc1OC2)N1CCc2ccccc21,4%,-12%,-13%,7%,2%,-1%,5%,-7%
O=C(ONC1=NCCCCC1)c1ccc([N+](=O)[O-])cc1,-1%,5%,3%,-1%,3%,-5%,4%,2%
NNC(=O)c1ccc(COCC(F)(F)F)cc1,-10%,1%,-3%[15.4 µM],i,0%,-1%,5%,-15%

# Among those listed so far, three have an NH in an aromatic ring.
SMILES,aGlu spleen mod,L3MBTL1 block,GAA inh,RECQ1 inh,TRb-SRC2 inh,TR SRC2 fluor cs,GoLoco inh red,GAA glycogen mod
COc1ccc(OCCSc2n[nH]c(N)n2)cc1,-3%,x,5%,-4%,1%,-1%,-23%,-6%
S=c1[nH]nc(-c2cc(-c3ccccc3)n[nH]2)n1/N=C/C(Br)=C/c1ccccc1,3%,u,-1%[15.4 µM],-4%,-9%,-2%,11%,3%
CCOc1ccc(N2C(=O)CC(NCCc3c[nH]c4ccccc34)C2=O)cc1 (centres undefined),10%,6%[11.4 µM],1%,i,3%,-1%,16%,22%

# Screening data deposited in PubChem BioAssay by National Center for Advancing Translational Sciences (NCATS).

# Only part of the results is shown, so the mix of outcomes need not match the whole.
